Screening data as filed in PubChem BioAssay.
CHT allo act: allosterically activates the human high affinity choline transporter. 310,000 compounds, 0.49% hits. Q9GZV3. B-score at 10 µM. CHT-expressing cells, membrane potential dye, choline EC20; active compounds read high; LV-AA mutant CHT in HEK293 cells;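 active = initial fluorescence not abnormally high and integrated response B-score, plate-corrected, over 3 SD above library mean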
Target sequence (Q9GZV3 whole entry, looked up): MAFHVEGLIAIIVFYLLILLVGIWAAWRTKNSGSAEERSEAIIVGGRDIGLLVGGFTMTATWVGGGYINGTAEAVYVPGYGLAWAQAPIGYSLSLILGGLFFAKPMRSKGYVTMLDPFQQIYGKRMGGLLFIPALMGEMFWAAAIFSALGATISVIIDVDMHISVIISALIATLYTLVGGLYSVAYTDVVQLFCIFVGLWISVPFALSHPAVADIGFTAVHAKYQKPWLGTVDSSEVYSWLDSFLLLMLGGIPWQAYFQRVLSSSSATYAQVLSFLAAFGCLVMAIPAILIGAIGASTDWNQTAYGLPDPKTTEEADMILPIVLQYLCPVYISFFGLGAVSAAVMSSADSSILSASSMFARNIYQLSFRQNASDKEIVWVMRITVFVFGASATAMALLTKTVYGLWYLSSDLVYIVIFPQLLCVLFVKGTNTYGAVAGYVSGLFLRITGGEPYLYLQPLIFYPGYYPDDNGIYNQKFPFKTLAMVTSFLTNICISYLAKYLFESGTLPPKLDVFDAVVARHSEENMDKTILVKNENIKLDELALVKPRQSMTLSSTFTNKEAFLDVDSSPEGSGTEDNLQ
CHT block: inhibits the human high affinity choline transporter; Q9GZV3; CHT-expressing cells, membrane potential dye, choline response; active compounds read low; B-score at 10 µM; 310,000 compounds, 0.86% hits;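 active = B-score over 3 SD under the library average, and starting fluorescence ratio not unusually high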;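 note: choline stimulus applied at its EC90 after an EC20 pre-addition; B-score computed on integrated fluorescence ratio after choline addition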
* marks the source's active call; other numbers are inactive results; i = inactive.

no. | Compound | CHT allo act | CHT block
1 | COc1ccc2[nH]c(=O)c(CN(Cc3cccs3)Cc3nnnn3C(C)(C)C)cc2c1 | i | i
2 | CCCCCOC(=O)Cn1c(SCC(=O)Nc2ccccc2)nc2c1c(=O)[nH]c(=O)n2C | i | i
3 | COc1ccc(-c2nnc(SCc3ncc(-c4ccccc4)o3)o2)cc1 | i | i
4 | COc1ccc(-n2nc([N+](=O)[O-])c(=NCCc3ccc(Cl)cc3)n2O)cc1 | i | i
5 | O=C(O)c1ccc(CSCc2ccccc2F)o1 | i | i
6 | Cc1cc(/C([O-])=C(/C(=S)Nc2ccccc2)[n+]2ccccc2)c(C)n1-c1ccccc1 | i | i
7 | C=CCN1CC2CC3(COc4cc(C)cc(C)c4)C=CC2(O3)C1=O (centres undefined) | i | i
8 | CCC(C)(C)NC(=O)c1cc([N+](=O)[O-])ccc1N1CCOCC1 | i | i
9 | COc1ccc(CNS(=O)(=O)c2ccc3c(c2)CCN3C(=O)C2CCC2)cc1 | i | i
10 | O=C(NC1=NC2CCCCC2N1)c1ccccc1 (centres undefined) | i | i
11 | COc1cc(/C=N/Nc2cccc3cccnc23)cc(OC)c1O | i | i
12 | CCCC(=O)Nc1nc(C)c(-c2csc(Nc3ccccc3C)n2)s1 | i | i
13 | CC(C)(C)c1[nH]nc2c1C(c1ccsc1)C(C#N)=C(N)O2 (centres undefined) | i | i
14 | CCCCn1c(SCC(=O)NCc2ccco2)nc2ccc(N3CCOCC3)cc2c1=O | i | i
15 | O=C(NCCN1CCOCC1)c1ccc(Cl)c(S(=O)(=O)N2CCCCC2)c1 | i | i
16 | COC(=O)c1cc(C(=O)CSc2nc(C)cc(C)n2)ccc1O | i | i
17 | CCC1Oc2ccccc2N(CC(=O)NCCCN2CCN(Cc3ccccc3)CC2)C1=O (centres undefined) | i | i
18 | C/C(N)=C(/C#N)C(=O)COC(=O)C1=NN(c2ccccc2)C(=O)CC1 | i | i
19 | CCCCNC(=O)CSc1nnc(NC(C)=O)s1 | i | i
20 | NS(=O)(=O)c1ccc(N/N=C/c2ccc(O)cc2O)c([N+](=O)[O-])c1 | i | i
21 | CC(C)c1ccc(NS(=O)(=O)c2ccc3c(c2)oc(=O)n3C)cc1 | i | i
22 | Cc1cc(NC(=O)CSc2nc3ccc(Cl)cc3[nH]2)no1 | i | i
23 | COc1ccc(N=C2SC(CC(=O)Nc3ccccc3OC)C(=O)N2Cc2ccco2)cc1 (centres undefined) | i | i
24 | COc1cc(/C=N/NC(N)=O)cc(Br)c1OCc1ccccc1C | i | i
25 | CN(C)C=Nc1ccccc1C1C=NNC1=O (centres undefined) | i | i
26 | COc1ccc(C(=O)C2CCCN(C(=O)c3cnsn3)C2)c(C)c1 (centres undefined) | i | i
27 | CC(C)(CO)NCC(O)COc1ccc2c(c1)CCC2 (centres undefined) | i | i
28 | CCOC(=O)c1[nH]ncc1CN1CCCC(C(=O)c2cc(Cl)ccc2OC)C1 (centres undefined) | i | i
29 | Cc1ccc2[nH]c(=O)c(NC(N)=S)nc2c1 | i | i
30 | COc1cccc(/C=C/C(=O)NNC(=O)c2ccncc2)c1 | i | i
31 | Cc1cc(C)cc(OCc2nnc(N)s2)c1 | i | i
32 | CCOC(CCNC(=O)c1cc2c(=O)[nH]c3ccccc3c2s1)OCC | i | i
33 | CCCc1nc(SCC(=O)Nc2ccccc2)c2c(=O)n(C)c(=O)n(C)c2n1 | i | i
34 | COc1ccc(S(=O)(=O)N(C)C)cc1NC(=O)CCNC(=O)c1ccccc1OC | i | i
35 | CCCS(=O)(=O)c1c(S(=O)(=O)CCC)c2cc(CC)ccn2c1C(=O)OC | i | i
36 | CCc1ccc(C(C)(O)C(CN2CCOCC2)c2ccccc2)cc1 (centres undefined) | i | i
37 | O=C(CCN1C(=O)/C(=C/c2ccc(Cl)cc2)SC1=S)NCCCn1ccnc1 | i | i
38 | O=C1CCC(c2ccc(-n3ccnc3)cc2)=NN1 | 7.3* | i
39 | COc1ccc(S(=O)(=O)N2CCC(C(=O)NCCc3ccccc3)CC2)cc1OC | i | i
40 | O=C(NC1CCCCCC1)c1ccc(CS(=O)(=O)Cc2ccc(F)cc2)o1 | i | i
41 | CSCCC(NC(=O)COc1ccccc1)C(=O)NCC1COc2ccccc2O1 (centres undefined) | i | i
42 | O=C(NCC(=O)N1CCCCCC1)c1ccc(Cl)cc1 | i | i
43 | Cc1nc(-c2ccc(F)cc2)c(CC(=O)N2CCN(S(=O)(=O)c3cccc(Cl)c3)CC2)s1 | i | i
44 | CC(=O)Nc1ccc(NC(=O)C(C)OC(=O)CN(C)S(=O)(=O)c2ccc(Cl)cc2)cc1 (centres undefined) | i | i
45 | O=c1c2ccccc2cnn1Cc1n[nH]c(=S)n1C1CC2CCC1C2 (centres undefined) | i | i
46 | CCCCc1nc(C(N)=O)c2[nH]c(=O)n(-c3ccccc3F)c2n1 | i | i
47 | O=C(COC(=O)c1ccccc1Oc1ccccc1)NC1CCS(=O)(=O)C1 (centres undefined) | i | i
48 | Cc1cccc(NC(=O)Cc2noc3ccccc23)c1 | i | i
49 | NS(=O)(=O)c1ccc(CCNC(=O)CSc2nc3ccsc3c(=O)n2CCCCCC(=O)O)cc1 | i | i
50 | Cc1ccccc1C(=O)Nc1sc(C)c(C)c1C(=O)c1ccccc1 | i | i

Additional results
no. | Compound | CHT allo act | CHT block
51 | CC1=CC(=Nc2c(C)n(C)n(-c3ccccc3)c2=O)C=C(C)C1=O | i | i
52 | COc1ccc(OCC(=O)NNC(=O)c2cccnc2)cc1 | i | i
53 | O=C(COC(=O)c1ncc(Cl)c(Cl)c1Cl)NCCc1ccccc1 | i | i
54 | COC(=O)Cc1[nH]nc2c1C(C1C=CCCC1)C(C#N)=C(N)O2 (centres undefined) | i | i
55 | Cc1ccnc(NS(=O)(=O)c2ccc(NC(=O)C3CCCCC3)cc2)n1 | i | i
56 | Cc1ccc(Cn2c(C(C)Nc3nc(-c4ccc(F)cc4)cs3)nc3cc(C(=O)NCCCO)ccc32)cc1 (centres undefined) | i | i
57 | COc1ccc(N(CC(=O)Nc2ccc3c(c2)OCO3)S(C)(=O)=O)c(OC)c1 | i | i
58 | CCCCOc1ccc(NC(=O)C2CC=CCC2C(=O)O)cc1 (centres undefined) | i | i
59 | CN(C)C1=NC[C@H](Cc2ccccc2)N1CCCC1CCCC1 | i | i
60 | COc1ccc(NC(=O)C2CCN(S(=O)(=O)c3c(C)noc3/C=C/N(C)C)CC2)cc1 | i | i
61 | Cc1cccc(C(=O)Nc2sc(C)c(-c3ccccc3)c2C#N)c1 | i | i
62 | O=C1CN(C(=O)CNCc2ccccc2)c2ccccc2N1 | i | i
63 | CCN1CCN(c2cc(C)c3cc(NC(=S)N4CCCC4)ccc3n2)CC1 | i | i
64 | O=C(CSc1nnc(-c2ccccn2)o1)Nc1ccc(F)cc1 | i | i
65 | CC12COC3(C(=O)Nc4ccc(Cl)cc4)CC1CCC32C (centres undefined) | i | i
66 | CC(=O)Nc1ccc(NC(=O)CSc2ncc(C(=O)Nc3ccc(Cl)cc3)c(=O)n2C)cc1 | i | i
67 | CN(CC(=O)NCc1ccncc1)S(=O)(=O)c1ccc(Cl)cc1 | i | i
68 | O=C(CSc1nc(=O)n(CCCN2CCOCC2)c2c1CCCC2)Nc1cccc(Cl)c1 | i | i
69 | Cc1ccc(S(=O)(=O)c2cc3c(=O)n4ccccc4nc3n(Cc3ccco3)c2=N)cc1 | i | i
70 | CC(C(=O)NC1CCCCC1)N1C(=O)C2C3C=CC(C3)C2C1=O (centres undefined) | i | i
71 | O=C(CCCn1c(SCc2cccc(F)c2)nc2ccccc2c1=O)NCC1CCCO1 (centres undefined) | i | i
72 | CC1CCN(CCOc2ccc(Cl)c(Cl)c2)CC1 | i | i
73 | O=C(CCn1cnnn1)Nc1ccc(Cl)cc1Cl | i | i
74 | Cc1sc(NC(=O)C2CCCCC2C(=O)O)c(C(N)=O)c1-c1ccc(C(C)C)cc1 (centres undefined) | i | i
75 | O=C(CSc1nncn1-c1ccccc1)Nc1cc(Cl)cc(Cl)c1 | i | i
76 | COC(=O)[C@H](C)NC(=O)Nc1ccc(C)c(C)c1 | i | i
77 | CC(=O)c1cc2c(cc1NC(=O)c1ccco1)OCCO2 | i | i
78 | COC(=O)N/N=C\c1ccc(OC(=O)c2ccco2)cc1 | i | i
79 | COc1ccc(OCC(=O)Nc2nccs2)cc1 | i | i
80 | COc1cccc(C(=O)N/N=C/c2ccc(Oc3ccc([N+](=O)[O-])cn3)c(OC)c2)c1 | i | i
81 | CC(=O)N/C(=C/c1cccnc1)C(=O)Nc1ccc(Cl)cc1 | i | i
82 | Cn1cccc1/C=N/N1CCN(Cc2cccc3ccccc23)CC1 | i | i
83 | CC(=O)N(C(C)=O)c1nc(-c2ccccc2)cn1/N=C/c1ccccc1 | i | i
84 | CCOc1ccc(NC(=O)C(CC(=O)O)Cc2ccccc2)cc1 (centres undefined) | i | i
85 | O=C(COC(=O)C1=COCCO1)NC(=O)c1ccc(OC(F)F)cc1 | i | i
86 | CCCCCc1c(O)c2ccccc2[nH]c1=O | i | i
87 | CCCCN(CC)C(=O)c1ccccc1Oc1ccccc1 | i | i
88 | CCC(C(=O)Nc1ccccc1)c1ccccc1 (centres undefined) | i | i
89 | CCOC(=O)C1CCCN(S(=O)(=O)c2ccc(S(=O)(=O)N3CCCC3)cc2)C1 (centres undefined) | i | i
90 | Cc1cc(NC(=O)CSc2nnc(-c3ccco3)o2)no1 | i | i
91 | CC1Cc2ccccc2N1S(=O)(=O)c1c(N)n(C)c(=O)n(C)c1=O (centres undefined) | i | i
92 | NC(=S)N/N=C/c1ccc(-c2cc(Cl)c(Cl)cc2Cl)o1 | i | i
93 | CCNC(=O)/C(=C/c1ccc2c(c1)OCO2)NC(=O)c1ccc(Br)cc1 | i | i
94 | Cc1ccc(CN2CCSc3ccc(C(=O)N4CCOCC4)cc32)cc1 | i | i
95 | CCNc1nc(NC(C)C)nc(Nn2cnnc2)n1 | i | i
96 | O=C(Nc1cccc(S(=O)(=O)N2CCOCC2)c1)c1ccc(Cl)c([N+](=O)[O-])c1 | i | i
97 | O=S(=O)([N-]c1nc2ccccc2nc1-[n+]1ccccc1)c1ccc(Cl)cc1 | i | i
98 | COc1ccccc1CNC(=O)c1ccc(OCC2CCCO2)cc1 (centres undefined) | i | i
99 | CC(C(N)=O)N1c2cccc3cccc(c23)S1(=O)=O (centres undefined) | i | i
100 | CC(C)Cc1nnc(NC(=O)CSc2nc(O)c(Cc3ccccc3)c(=O)[nH]2)s1 | i | i

Next records follow:
no. | Compound | CHT allo act | CHT block
101 | CCCCn1c(=N)n(CC(=O)O)c2ccccc21 | i | i
102 | O=c1cc(-c2ccccc2)nc2cc(-c3ccc(F)cc3)[nH]n12 | i | i
103 | CC(=O)Nc1ccc(OCC(O)Cn2nc(C)c(C(C)=O)c2C)cc1 (centres undefined) | i | i
104 | COn1c(SCc2ccc(C)cc2C)nc2ccccc2c1=O | i | i
105 | CCOC(=O)c1c(NC(=O)CCC(=O)O)sc2c1CCCCC2 | i | i
106 | c1ccc(-c2ccc3c(n2)CCCO3)cc1 | i | i
107 | CCOc1ccc(-c2[nH]ncc2Oc2ccccc2OC)c(O)c1 | i | i
108 | Cc1ccc(C(=O)O)cc1N1C(=O)CCCC1=O | i | i
109 | O=C(c1ccco1)N1CCN=C1SCc1cccc(Cl)c1 | i | i
110 | CSc1ccc(N2CCN(CCCNC(=O)Nc3ccccc3F)CC2)cc1 | i | i

Next part, overlapping the part above by 4 compounds.
no. | Compound | CHT allo act | CHT block
107 | CCOc1ccc(-c2[nH]ncc2Oc2ccccc2OC)c(O)c1 | i | i
108 | Cc1ccc(C(=O)O)cc1N1C(=O)CCCC1=O | i | i
109 | O=C(c1ccco1)N1CCN=C1SCc1cccc(Cl)c1 | i | i
110 | CSc1ccc(N2CCN(CCCNC(=O)Nc3ccccc3F)CC2)cc1 | i | i
111 | COc1ccc(C2C(C(C)=O)=C(O)C(=O)N2c2ccc(C)cc2)cc1 (centres undefined) | i | i
112 | CCOC(=O)Cn1nc(C)n(-c2ccc(Br)cc2)c1=O | i | i
113 | COc1cccc(C(=O)Nc2ccc(S(=O)(=O)Nc3onc(C)c3C)cc2)c1 | i | i
114 | Cc1ccc(SCC(=O)Nc2ccc(F)cc2[N+](=O)[O-])cc1C | i | i
115 | COc1ccc(Br)c2oc(SC)cc(=O)c12 | i | i
116 | O=C(c1ccccc1N1CCOCC1)N1CCCC(Nc2ccc(F)cc2)C1 (centres undefined) | i | i
117 | Oc1[nH]c2ccc(Br)cc2c1N=Nc1ccc(F)cc1 | i | i
118 | Cc1ccc(/C=C/C(=O)Nc2ccc(N(C)C)cc2)o1 | i | i
119 | O=C(CSc1nccc(=O)[nH]1)c1cc2ccccc2o1 | i | i
120 | Cc1onc(-c2ccccc2)c1C(N)=O | i | i
121 | CC(C)(C)N(Cc1ccccc1)C(=O)CN1C(=O)c2ccccc2C1=O | i | i
122 | CCN1C(=O)C(CC(=O)Nc2ccccc2)S/C1=N\c1ccccn1 (centres undefined) | i | i
123 | CC(=O)/C(=N\Nc1ccc(C)cc1)N1CCOCC1 | i | i
124 | CS(=O)(=O)c1ccc(Cl)c(NC(=O)CSc2nc3ccccc3c(=O)n2Cc2ccco2)c1 | i | i
125 | Cc1cc(-c2n[nH]c(=S)n2/N=C/c2c[nH]c3ccccc23)n[nH]1 | i | i
126 | COc1ccc(Cl)cc1S(=O)(=O)NCCCn1ccnc1 | i | i
127 | Cc1cc(Cl)ccc1NC(=O)COC(=O)c1cc([N+](=O)[O-])ccc1N1CCOCC1 | i | i
128 | COc1ccc(NC(=O)C(=O)Nc2cccc3cccnc23)c(OC)c1 | i | i
129 | Oc1cccc2ccc(/C=C/c3cccs3)nc12 | i | i

Some of these compounds in order of count of non-hydrogen atoms, smallest number first:
no. | Compound | CHT allo act | CHT block
129 | Oc1cccc2ccc(/C=C/c3cccs3)nc12 | i | i
128 | COc1ccc(NC(=O)C(=O)Nc2cccc3cccnc23)c(OC)c1 | i | i
124 | CS(=O)(=O)c1ccc(Cl)c(NC(=O)CSc2nc3ccccc3c(=O)n2Cc2ccco2)c1 | i | i
